# Source: PubChem BioAssay (Sanford-Burnham Center for Chemical Genomics)
# HKDC1 inhibitor – HKDC1 (human) hexokinase inhibition. recombinant HKDC1, G6PDH/diaphorase resazurin coupled fluorescence. inhibition, % at 20 µM. actives 0.16% (n = 340,000);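 active means inhibition above about 35% when tested at 20 µM, limit read from the data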;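 further: plate controls were DMSO wells with enzyme for no effect and DMSO wells lacking enzyme for full effect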
#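 Material – in-house recombinant HK5 (HKDC1) enzyme · Quantity – HKDC1 at 5 µg/mL · Buffer or medium – pH 8.0 Tris buffer with 10 mM MgCl2 · Reagent – glucose with 1 mM ATP · Dosing – single 20 µM dose · Times – reaction time 90 min, room temperature, protected from light · Technique – resorufin fluorescence at 613 nm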
# UBC13 inh – human UBC13 polyubiquitination inhibition | inhibition, % at 20 µM | AID 485273 | UBC13 polyubiquitin chain formation, TR-FRET | P61088 | actives 0.47% (n = 330,000); in the data active means inhibition above about 45%, passing the limit was not always enough
# Target sequence (P61088 whole entry, looked up): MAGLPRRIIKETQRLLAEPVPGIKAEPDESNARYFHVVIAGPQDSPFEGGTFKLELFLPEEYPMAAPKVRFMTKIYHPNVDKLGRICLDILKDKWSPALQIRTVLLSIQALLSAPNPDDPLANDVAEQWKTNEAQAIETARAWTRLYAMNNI
# SENP1 FRET inh – blocks the human SENP1 SUMO protease catalytic domain; inhibition, % at 10 µM; AID 624204; recombinant SENP1 catalytic domain, CyPet-SUMO1-YPet FRET cleavage; actives 0.21% (n = 360,000);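 active means inhibition at least 30% at 10 µM, raw YFP signal under a set limit, fluorescence ratio 0.5 to 1.5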;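 further: 0% = enzyme with DMSO and 100% = no enzyme wells; some results filed as inactive read as strong as hits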
# Target sequence (Q9P0U3 419-644 limits assumed): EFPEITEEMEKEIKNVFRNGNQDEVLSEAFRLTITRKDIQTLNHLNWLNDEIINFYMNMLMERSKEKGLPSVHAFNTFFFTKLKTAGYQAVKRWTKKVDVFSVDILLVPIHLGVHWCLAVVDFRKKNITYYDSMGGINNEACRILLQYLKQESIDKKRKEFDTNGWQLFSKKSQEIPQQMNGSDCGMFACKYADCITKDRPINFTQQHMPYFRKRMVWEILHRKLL
#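 System: Recombinant human SENP1 catalytic domain, His6-tagged | Incubation: Enzyme reaction for 50 min at room temperature, dark | Medium: Tris pH 8 with BME, BSA, NP40 and catalase | Also added: 25 nM SUMO1 FRET substrate | Compound: 10 µM single point, 0.5% DMSO | Measured by: FRET fluorescence in CFP and YFP emission channels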
# SENP8 block-1 – inhibitors of human SENP8 protease. Q96LD8. purified SENP8, Z-RLRGG-aminoluciferin cleavage, luminescence. inhibition, % at 10 µM. actives 1.2% (n = 330,000). AID 2540; in the data active means inhibition above about 50%
# Target sequence (Q96LD8 whole entry, looked up): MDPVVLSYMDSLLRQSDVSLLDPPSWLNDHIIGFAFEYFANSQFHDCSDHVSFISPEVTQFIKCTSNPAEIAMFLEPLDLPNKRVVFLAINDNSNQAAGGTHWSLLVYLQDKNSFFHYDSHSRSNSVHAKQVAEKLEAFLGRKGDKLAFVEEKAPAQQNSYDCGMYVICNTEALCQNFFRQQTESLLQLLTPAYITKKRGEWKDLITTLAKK
# beta cell repl – inducers of beta-cell replication in MIN6 cells. MIN6 cells proliferation, ATPlite luminescence, 48 h; cells starved in 0.2% serum; 100% = growth in 10% serum. proliferation, % at 10 µM. actives 0.29% (n = 330,000);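 active means compounds whose signal lies at least 3.5 SD above the mean of all wells on their plate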;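 further: 0% = DMSO-treated cells in low-serum medium and 100% = 10% serum control; some compounds called inactive have numbers as strong as hits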
# SENP8 block-2 – SENP8 (human) protease inhibition. actives 0.64% (n = 360,000). inhibition, % at 20 µM. recombinant SENP8, Nedd8 substrate fluorescence. AID 602440; in the data active means inhibition mostly above about 40%, no sharp cut-off; inactive means mostly below about 27%
# SENP7 block – inhibitors of human SENP7 protease. Q9BQF6. recombinant SENP7, Z-RLRGG-aminoluciferin luminescence, 40 min. inhibition, % at 5 µM. actives 1.5% (n = 330,000);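 active means inhibition above about 50% at the single test dose, limit read from the data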;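 further: plate controls were DMSO with enzyme for no effect and no enzyme buffer wells for full effect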
# Target sequence (Q9BQF6 706-1050 limits assumed): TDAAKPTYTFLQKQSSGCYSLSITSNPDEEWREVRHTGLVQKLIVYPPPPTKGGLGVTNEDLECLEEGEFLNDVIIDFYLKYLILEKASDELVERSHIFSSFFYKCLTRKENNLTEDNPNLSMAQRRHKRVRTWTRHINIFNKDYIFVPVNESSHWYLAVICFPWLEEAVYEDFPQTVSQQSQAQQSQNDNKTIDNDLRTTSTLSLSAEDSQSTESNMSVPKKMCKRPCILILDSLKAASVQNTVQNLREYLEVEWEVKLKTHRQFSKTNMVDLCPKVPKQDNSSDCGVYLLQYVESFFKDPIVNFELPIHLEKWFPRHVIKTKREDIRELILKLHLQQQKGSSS
# SENP6 inh – SENP6 protease inhibition; Q9GZR1; Recombinant SENP6 catalytic domain, aminoluciferin luminescence; inhibition, % at 10 µM; actives 1.8% (n = 330,000); AID 2599;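 active means inhibition above about 50% at the single tested dose, limit read from the data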;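 further: plate controls were DMSO wells with enzyme for no effect and DMSO wells lacking enzyme for full effect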
# PfG6PD inh – PfG6PD (Plasmodium falciparum) enzyme inhibition | PfGluPho enzyme, NADPH resazurin-diaphorase fluorescence | inhibition, % at 20 µM | actives 0.78% (n = 350,000) | AID 504690;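 active means inhibition reaching at least a set limit at 20 µM in the primary screen, cut at about 59% in these data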;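 further: 0% = DMSO wells with substrate and 100% = DMSO wells lacking glucose-6-phosphate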
# Active calls of the source: *; . = not tested or not shown.
# Start of the data: the first two compounds, to show the layout:
SMILES,HKDC1 inhibitor,UBC13 inh,SENP1 FRET inh,SENP8 block-1,beta cell repl,SENP8 block-2,SENP7 block,SENP6 inh,PfG6PD inh
Cc1ccc(S(=O)(=O)N2CCCC(C(=O)NC3CC3)C2)cc1 (stereo not given),-5.7,-5.3,0.9,-1.9,0.0,10.9,-2.2,12.5,8.2
COc1ccc(/C=C/C(=O)NC(=S)N2CCCCC2)cc1OC,-1.6,1.3,-0.4,1.4,0.0,-23.9,-8.3,-24.9,5.8

# This part in full, from the start:
SMILES,HKDC1 inhibitor,UBC13 inh,SENP1 FRET inh,SENP8 block-1,beta cell repl,SENP8 block-2,SENP7 block,SENP6 inh,PfG6PD inh
Cc1ccc(S(=O)(=O)N2CCCC(C(=O)NC3CC3)C2)cc1 (stereo not given),-5.7,-5.3,0.9,-1.9,0.0,10.9,-2.2,12.5,8.2
COc1ccc(/C=C/C(=O)NC(=S)N2CCCCC2)cc1OC,-1.6,1.3,-0.4,1.4,0.0,-23.9,-8.3,-24.9,5.8
Cc1cc(C)n(C(C[N+](=O)[O-])c2ccc(Cl)cc2)n1 (stereo not given),-0.9,-9.6,1.3,-0.8,-6.9,5.1,-1.7,-21.7,58.1
CCn1c2ccccc2c2cc(CNCCCN3CCOCC3)ccc21,-3.1,8.1,1.8,-1.6,-4.7,-22.1,1.3,8.2,10.0
Cc1ccc(CN2CCC(Oc3cccc(C(=O)N(C)CCN(C)C)c3)CC2)cc1C,1.8,-5.6,0.7,-4.3,-5.6,22.0,-10.5,-4.4,1.7
CC1CCCCC1NC(=O)COC(=O)c1cc(=O)[nH]c2ccccc12 (stereo not given),0.2,4.8,3.5,4.2,1.3,-389.0,-0.2,-8.5,7.5
COc1cc(C(=O)Nc2cc(C)c(OCC(=O)N3CCOCC3)c(C)c2)cc(OC)c1OC,5.8,13.9,1.2,3.9,-2.1,17.6,-3.2,-23.8,8.7
O=C(NC(=S)Nc1ccccc1)c1ccc(-c2ccccc2)cc1,-1.8,15.3,-1.0,-10.4,-3.5,11.4,25.2,-2.8,7.9
O=S(=O)(c1ccc(Br)cc1)N1CCCC1,-7.1,1.7,1.1,-4.5,-1.3,10.3,-4.6,10.3,-0.8
CCN(CC)S(=O)(=O)c1ccc(NC(=O)CSc2nnc(-c3cccc(OC)c3)n2C)cc1,18.9,10.6,3.5,-9.2,-1.3,16.0,0.2,-1.9,5.3
Cc1c(C(=O)N2CCN(c3ccccn3)CC2)sc2ncnc(N3CCN(c4ccccc4)CC3)c12,2.0,-13.5,4.4,-3.0,-2.8,11.3,6.4,-11.9,0.3
O=C(CCNS(=O)(=O)/C=C/c1ccccc1)NCCc1c[nH]c2ccccc12,-3.3,8.4,-6.0,-4.7,-4.1,-0.1,3.3,-13.6,5.4
CCCCn1c(O)c(N=NC(=O)c2ccccc2NS(=O)(=O)c2cccs2)c2ccccc21,-11.5,3.4,3.9,-2.8,-4.2,19.4,-5.9,7.5,-18.7
O=C(NCC(=O)N(CCN1CCOCC1)C(C(=O)NC1CCCC1)c1cccnc1)c1cccs1 (stereo not given),13.9,-4.6,3.3,-0.1,-2.3,8.5,6.1,-6.0,-0.3
O=C(Cc1ccc(Cl)cc1)NCC(=O)N1CCCC1,-5.5,3.5,0.8,0.7,0.0,20.9,6.8,8.9,-3.7
CC(=O)Nc1ccc(S(=O)(=O)N2CCC(C(=O)NCc3ccco3)CC2)cc1,-3.3,2.3,0.3,-6.8,4.5,6.2,1.8,7.2,-1.9
C=CCCN(C(CC(C)C)C(=O)OC)S(=O)(=O)c1cc(Br)ccc1Br (stereo not given),-4.0,10.9,3.2,-3.5,-8.7,-10.4,4.2,1.9,13.2
C#CCOCCOCCOCCNc1nc(N2CCOCC2)nc(N2CCN(C(=O)[C@H](C)n3cc(CCCN=C(N)N)nn3)CC2)n1,-6.7,11.3,-1.6,4.1,-1.4,7.3,-2.4,3.1,15.4
COCCn1c(SCC(=O)Nc2ccc(Cl)cn2)nc2ccccc21,12.3,12.7,-3.0,4.8,4.2,-3.8,10.4,8.4,-10.1
COc1ccc(C(=O)c2c(N)sc3c2CCN(C(=O)OC(C)(C)C)C3)cc1,6.1,-8.5,-6.1,4.8,-4.0,-0.1,4.1,15.8,4.0
CCCNC(=O)C(Cc1ccc(Br)cc1)NC(=O)c1ccc(C#N)cc1 (stereo not given),-3.7,-0.6,5.3,-9.3,0.4,11.2,-5.7,-17.8,-8.1
NC(=O)COc1ncn(-c2ccccc2)n1,-6.8,1.3,1.4,3.0,-0.5,10.6,11.7,9.4,-9.2
CCCNC(=O)c1ccc2c(=O)c(O)c(-c3ccc(C)cc3)[nH]c2c1,-4.3,-0.6,27.6,2.3,-8.2,-483.7,-8.9,-6.1,-7.2
CC(/C=N\NC(=O)Cn1c(C)nc2ccccc21)=C\c1ccccc1,-4.3,2.3,3.3,3.2,-3.7,18.3,3.4,-7.2,-4.4
Nc1ccc(OCC(O)C[n+]2ccc(CCS(=O)(=O)[O-])cc2)cc1 (stereo not given),4.5,-9.0,2.3,-3.9,-0.2,18.6,-4.4,-4.2,-3.1
CCOc1ccccc1C(=O)NCC(=O)N1CCN(Cc2ccc3c(c2)OCO3)CC1,1.0,23.2,0.1,-6.0,-0.7,5.3,-5.3,-8.2,-10.7
COc1ccc(C2CCCN2C(=O)Nc2cccc(C(C)=O)c2)cc1OC (stereo not given),-10.4,-6.2,1.0,-6.6,1.3,8.2,-1.5,4.7,8.0
CCCCNC(=O)c1sc(=S)n(-c2ccccc2OC)c1N,0.6,2.5,0.4,3.2,-2.8,7.6,-1.8,5.1,53.6
CCN1CCN(S(=O)(=O)c2ccc3c(c2)OCCO3)CC1,-2.8,1.5,3.3,-6.9,0.7,26.9,-6.5,0.0,1.8
COCc1cc(C)n(CC(=O)NCC2CCCO2)c(=O)c1C#N (stereo not given),5.2,8.9,-5.0,-2.7,-1.5,-252.0,3.9,13.8,-21.0
CCN1CCN(C(c2cccs2)C(C)NC(=O)c2ccccc2OC)CC1 (stereo not given),-10.0,5.6,3.1,7.7,3.2,1.2,1.0,-15.9,-6.9
O=C1OC(c2cc(Br)c(O)c(Br)c2)c2ccccc21 (stereo not given),-1.8,.,2.1,.,.,7.1,.,.,-10.9
O=C(Nc1ccc(N2C(=O)C3C4C=CC(C4)C3C2=O)cc1Cl)c1cccs1 (stereo not given),6.3,4.5,0.2,2.8,0.6,6.3,-2.1,0.7,-13.7
CCCSc1ncnc2[nH]ncc12,-8.5,.,0.7,.,.,-2.7,.,.,-1.6
O=c1c2sccc2n(Cc2ccc(F)cc2)c(=O)n1-c1ccc(F)cc1,-8.9,-1.7,1.6,-9.9,0.0,-337.0,-5.5,-16.0,22.0
O=S(=O)(Nc1nc(SCc2ccc(Cl)cc2)n[nH]1)c1ccccc1,3.6,3.2,-1.6,5.2,-3.6,-1.6,0.7,-9.4,15.5
CN1CCN(C(=O)c2cc3sc4ccccc4c3s2)CC1,3.2,15.4,2.9,30.6,-2.9,-5.0,26.1,47.5,-10.7
COc1cc(/C=N/Nc2nnc3c(n2)[nH]c2ccccc23)ccc1O,1.8,.,4.0,.,.,6.6,.,.,-1.6
CCCc1ccc(S(=O)(=O)NCc2nnc(SC)n2C)cc1,-3.5,11.7,-1.0,-1.7,1.1,0.6,1.6,-20.8,-5.4
CC1CCN(S(=O)(=O)c2ccc(F)c(C(=O)O)c2)CC1,-8.5,-1.0,0.9,8.8,-5.7,19.6,-1.2,-20.0,-14.2
C=CCSC1=C(C#N)C(c2ccccc2Cl)C(C(=O)c2cccs2)C(O)(C(F)(F)F)N1 (stereo not given),-5.5,1.9,2.6,-10.5,-5.7,12.2,-5.3,-19.3,22.9
COc1cc(OC)c(NC(=O)c2cc(S(=O)(=O)N3CCOCC3)cn2C)cc1Cl,0.9,-0.9,1.1,-12.1,-0.2,5.3,-9.2,-12.5,3.6
Cc1c(Br)c(C(F)(F)F)nn1CC(=O)NCC1CCCO1 (stereo not given),-10.8,8.0,1.3,1.3,-1.8,10.1,2.4,-16.4,-0.8
Cc1csc(NC(=O)CSc2nc(C(C)C)nc3c2c(=O)n(C)c(=O)n3C)n1,1.4,0.7,3.5,3.4,-4.9,-4.7,1.5,18.7,3.2
CC(=O)Nc1ccc(S(=O)(=O)Nc2cccc(-c3ccc4nncn4n3)c2)cc1,-1.8,-13.0,4.6,-13.8,-0.3,-7.7,-5.2,-12.8,-2.7
COc1ccccc1C1CC(=O)Nc2cc(C)c(C)cc21 (stereo not given),1.6,1.4,0.0,2.0,1.0,4.9,6.2,2.8,3.2
COc1ccccc1C(=O)NC(=O)COC(=O)Cc1n[nH]c(=O)c2ccccc12,-3.5,-0.1,-0.3,-10.0,-1.3,-6.1,-8.4,1.6,-17.5
OC(CNCc1ccccn1)c1ccccc1 (stereo not given),-9.4,-6.8,2.6,-3.0,0.0,4.8,1.2,-10.2,26.9
CN1CCN(CC(=O)NN(Cc2ccccc2)c2ccccc2)CC1,-3.9,5.3,2.3,-6.9,0.4,9.7,-7.4,-12.4,-13.0
Cn1cc(/C=C/C(=O)c2ccccc2)c2ccccc21,-0.2,-12.0,-37.8,63.4*,-4.1,-251.6,78.8*,69.4*,28.8
# (listing goes on)
SMILES,HKDC1 inhibitor,UBC13 inh,SENP1 FRET inh,SENP8 block-1,beta cell repl,SENP8 block-2,SENP7 block,SENP6 inh,PfG6PD inh
O=C(c1ccco1)N1CCN(c2c([N+](=O)[O-])nn(-c3cccc(Cl)c3)[n+]2[O-])CC1,-3.3,2.4,0.8,6.9,-2.9,22.8,-0.7,-0.4,16.2
Cc1ccc(CN2CCc3c(OCC(=O)Nc4cc(C)ccc4C)cccc3C2=O)cc1,.,-1.2,.,-9.5,0.0,.,9.6,16.8,.
CCOCCCNC(=O)C1CCC(CNS(=O)(=O)c2cccc3nsnc23)CC1 (stereo not given),-6.9,2.9,4.7,3.4,-1.0,17.7,-14.1,-0.2,-17.1
COC(=O)CN1C(=O)C(C)(C)Oc2ccc(C(=O)Nc3cccc(OC)c3)cc21,2.6,3.1,1.5,-0.2,0.0,1.3,-11.9,-4.3,19.8
Cc1nc2cc(-c3ccccc3)nn2c(C)c1CCC(=O)N1CCN(c2ccccc2)CC1,-1.5,19.6,1.8,-15.1,-2.6,-318.4,-6.2,-19.3,9.4
CC/C(O)=C(/C#N)c1nnc2n1CCCCC2,-4.4,2.1,0.9,4.0,-2.2,13.4,-5.3,-5.9,-3.9
O=C(OCc1ccccc1)N1CCC2CC1c1cc(-c3ccc(F)cc3)ccc12 (stereo not given),3.5,.,-0.4,.,.,6.2,.,.,4.0
Cc1ccc(OCCC(=O)Nc2ccc3c(c2)OCCCO3)cc1,-5.8,12.7,0.1,1.2,-1.9,6.3,7.2,-20.8,-2.9
COc1ccc2[nH]c(C(=O)N/N=C/c3ccc(OC)c(O)c3)cc2c1,2.1,-8.3,1.6,-6.2,-2.7,-276.2,3.5,2.8,9.7

# Filtered by structure, those above containing a nitro group on carbon (2)
SMILES,HKDC1 inhibitor,UBC13 inh,SENP1 FRET inh,SENP8 block-1,beta cell repl,SENP8 block-2,SENP7 block,SENP6 inh,PfG6PD inh
Cc1cc(C)n(C(C[N+](=O)[O-])c2ccc(Cl)cc2)n1 (stereo not given),-0.9,-9.6,1.3,-0.8,-6.9,5.1,-1.7,-21.7,58.1
O=C(c1ccco1)N1CCN(c2c([N+](=O)[O-])nn(-c3cccc(Cl)c3)[n+]2[O-])CC1,-3.3,2.4,0.8,6.9,-2.9,22.8,-0.7,-0.4,16.2
